Compound activity from PubChem BioAssay.
DDE Tn6 FP inh – DD(E)-Tn6 binding inhibition, primary FP screen; P02675; Fibrin DD(E) TRITC-Tn6 fluorescence polarization displacement; inhibition, % at 8.3 µM; 370,000 tested, 0.21% active; AID 720509;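 active means inhibition above a per-campaign cutoff: mean of compounds within control limits plus 3 SD, cut at about 15% in these data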;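 further: 0% = median of all compound wells on the plate and 100% = blocking peptide control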
Target sequence (P02675 whole entry, looked up): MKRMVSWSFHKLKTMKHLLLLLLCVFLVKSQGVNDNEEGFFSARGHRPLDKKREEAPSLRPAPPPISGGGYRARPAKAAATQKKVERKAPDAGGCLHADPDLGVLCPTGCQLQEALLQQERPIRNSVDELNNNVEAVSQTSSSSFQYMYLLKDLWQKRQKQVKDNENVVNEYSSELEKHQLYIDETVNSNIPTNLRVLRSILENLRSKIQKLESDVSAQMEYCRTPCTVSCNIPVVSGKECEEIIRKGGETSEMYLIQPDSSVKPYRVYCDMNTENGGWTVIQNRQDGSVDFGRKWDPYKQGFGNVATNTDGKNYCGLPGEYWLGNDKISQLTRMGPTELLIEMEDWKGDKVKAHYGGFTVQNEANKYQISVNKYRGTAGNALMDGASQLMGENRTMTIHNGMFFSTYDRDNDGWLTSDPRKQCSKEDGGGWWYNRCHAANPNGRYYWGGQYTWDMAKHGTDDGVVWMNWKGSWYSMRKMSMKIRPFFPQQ
NPR1 activator – GC-A (human) enzyme activation. P16066. 370,000 tested, 0.14% active. HEK293 GC-A cells, cGMP TR-FRET, EC30 ANP; 0% at EC30 ANP, 100% saturating ANP. activation, % at 10 µM. AID 1671463; in the data active means activation above about 40%
ADAM10 inh – inhibits human ADAM10. O14672. recombinant ADAM10, EDANS/DABCYL FRET peptide cleavage, 3 h. inhibition, % at 7 µM. 370,000 tested, 0.62% active. AID 720582;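 active means inhibition above a per-campaign cutoff equal to the mean of compounds falling between control-based bounds plus 3 SD, cut at about 20% in these data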;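 further: 0% = DMSO wells while the 100% control is not disclosed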
GAA850 FXN act – frataxin GAA850 promoter activation; HEK293 lucGAA850 FXN promoter luciferase reporter, 24 h; percent of 10 µM SAHA response; activation, % at 6 µM; 360,000 tested, 0.56% active; AID 540364;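 active means activation above the average of all compounds screened plus 3 SD, cutoff fixed separately per campaign, cut at about 7.5% in these data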;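 further: 0% = DMSO wells and 100% = 10 µM SAHA wells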
ARFGAP1 inhibitor – inhibitors of rat ARFGAP1. inhibition, % at 16.5 µM. 360,000 tested, 0.26% active. Arfgap1-stimulated ARF1 GTP hydrolysis, GDP FP detection. Q62848;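 active means inhibition above a per-plate limit, mean inhibition of low control wells plus 3 SD, cut at about 25% in these data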;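 further: 0% = DMSO wells with enzyme and 100% = wells lacking Arfgap1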
Target sequence (Q62848 1-136 limits assumed): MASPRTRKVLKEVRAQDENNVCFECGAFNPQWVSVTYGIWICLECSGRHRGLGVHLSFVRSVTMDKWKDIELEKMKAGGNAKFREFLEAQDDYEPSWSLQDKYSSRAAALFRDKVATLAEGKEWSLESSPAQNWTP
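Material: rat Arfgap1 GAP domain (His6, aa 1-136), purified enzyme. Also added: human ARF1(Δ1-17)-GTP substrate. Compound dosing: 16.5 µM single point, 1.26% DMSO. Timing: enzyme reaction 120 min at 25 °C after 20 min preincubation. Signal: GDP detection by fluorescence polarization. Read-out basis: percent inhibition of GAP-stimulated GDP formation, scaled between DMSO and no-Arfgap1 medians.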
ASAP1 inh – ASAP1 ArfGAP inhibition; Q9ULH1; ASAP1-stimulated ARF1 GTP hydrolysis, GDP FP detection; inhibition, % at 16.5 µM; 360,000 tested, 0.19% active; in the data active means inhibition above about 25%;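 further: 0% = vehicle with enzyme and substrate and 100% = no enzyme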
HGIII-sPLA2 inh – Inhibits HGIII-sPLA2 liposome hydrolysis, primary screen; Q9NZ20; QFRET BODIPY PC-A2 liposome hydrolysis, fluorescence; inhibition, % at 12.2 µM; 370,000 tested, 0.56% active; AID 743126;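 active means inhibition above mean plus 3 SD of compounds lying within the high and low control bounds, cut at about 19% in these data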;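 further: 0% = median of test compound wells and 100% = no enzyme DMSO wells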
proKLK7 act – activators of human kallikrein-7 zymogen; P49862; purified proKLK7, EDANS-DABCYL substrate fluorescence; 100% is mature enzyme control, 0% vehicle; activation, % at 7 µM; 370,000 tested, 0.9% active; AID 652039;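 active means activation above the mean of all tested compounds plus 3 SD, computed per campaign excluding outliers beyond control limits, cut at about 13% in these data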
Target sequence (P49862 whole entry, looked up): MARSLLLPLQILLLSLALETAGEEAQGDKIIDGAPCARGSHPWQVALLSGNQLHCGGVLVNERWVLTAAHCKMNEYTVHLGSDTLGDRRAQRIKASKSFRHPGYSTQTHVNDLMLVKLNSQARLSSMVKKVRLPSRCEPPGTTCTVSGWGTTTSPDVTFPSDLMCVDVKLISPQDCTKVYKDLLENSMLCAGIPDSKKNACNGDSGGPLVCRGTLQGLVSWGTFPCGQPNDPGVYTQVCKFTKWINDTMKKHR
rCAG binder – molecules binding r(CAG) RNA repeats; inhibition, % at 3 µM; 370,000 tested, 1.3% active; r(CAG) RNA repeat, TO-PRO-1 dye displacement fluorescence;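 active means inhibition above the plate cutoff, the mean of all test compounds on that plate plus 3 SD, cut at about 35% in these data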;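 further: 0% = DMSO alone and 100% = 100 µM mitoxantrone as full dye displacement; higher means more dye released from RNA so lower well fluorescence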
GC-B act – GC-B (human) receptor activation; P20594; HEK293-GC-B cells, CNP EC30, cGMP TR-FRET; 0% at EC30 CNP, 100% saturating CNP; activation, % at 10 µM; 370,000 tested, 0.11% active; AID 1920062;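 active means activation at 10 µM reaching about 35% in either raw or pattern-adjusted values, limit read from the data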
* = called active by the depositor. Compounds were not picked by outcome; overall some 4.5% were active at least once.

Cc1oc(C(=O)O)cc1COc1ccc2c3c(c(=O)oc2c1)CCC3 was read as DDE Tn6 FP inh -9.3, NPR1 activator -0.4, ADAM10 inh -372.6, GAA850 FXN act -2.1, ARFGAP1 inhibitor 8.6, ASAP1 inh -1.9, HGIII-sPLA2 inh -3.3, proKLK7 act 5.7, rCAG binder 7.3 and GC-B act -3.3.
`C[C@@H]1CN([C@@H](C)CO)C(=O)CCCn2cc(nn2)CO[C@H]1CN(C)S(=O)(=O)c1ccccc1` gave DDE Tn6 FP inh -1.2, NPR1 activator 1.0, ADAM10 inh -6.8, GAA850 FXN act -1.2, ARFGAP1 inhibitor 0.0, ASAP1 inh 0.5, HGIII-sPLA2 inh 3.2, proKLK7 act 0.0, rCAG binder 0.7 and GC-B act 3.4.
`Cc1sc(-c2ccccn2)nc1OC(=O)c1cccc(Cl)c1Cl` gave DDE Tn6 FP inh -3.5, NPR1 activator -3.0, ADAM10 inh -0.8, GAA850 FXN act 1.6, ARFGAP1 inhibitor 2.4, ASAP1 inh -3.2, HGIII-sPLA2 inh 8.6, proKLK7 act -0.8, rCAG binder -2.9 and GC-B act 2.8.
For Cc1ccc(N(C(=O)c2ccc(CN3CCOCC3)o2)C(C(=O)NCCC(C)C)c2cccs2)c(C)c1 (stereo not drawn) the results were DDE Tn6 FP inh -1.2, NPR1 activator 3.2, ADAM10 inh -1.1, GAA850 FXN act 0.8, ARFGAP1 inhibitor 7.2, ASAP1 inh 2.3, HGIII-sPLA2 inh 2.1, proKLK7 act 0.4, rCAG binder 1.8 and GC-B act 0.3.
CC(N)(C(=O)O)c1cccc(OCc2cccc(Cl)c2)c1 (stereo not drawn) was read as DDE Tn6 FP inh -0.8, NPR1 activator 3.0, ADAM10 inh 12.9, GAA850 FXN act 1.2, ARFGAP1 inhibitor -6.3, ASAP1 inh -13.0, HGIII-sPLA2 inh 2.0, proKLK7 act -0.4, rCAG binder -1.0 and GC-B act 3.7.
CCc1nc2c(OCC3COc4ccccc4O3)cccn2c1N(C)C(=O)c1cccc(OC)c1 (stereo not drawn) was read as DDE Tn6 FP inh -5.7, NPR1 activator 2.3, ADAM10 inh -13.9, GAA850 FXN act -1.7, ARFGAP1 inhibitor 6.8, ASAP1 inh -1.8, HGIII-sPLA2 inh 3.5, proKLK7 act -0.1, rCAG binder 2.7 and GC-B act -4.4.
Screening CCCCc1c(-c2ccccc2OC)ncn1Cc1ccc(OC)cc1 returned DDE Tn6 FP inh 1.8, NPR1 activator -16.1, ADAM10 inh -1.5, ARFGAP1 inhibitor 5.1, ASAP1 inh 2.6, HGIII-sPLA2 inh -8.8, proKLK7 act 0.1, rCAG binder 0.6 and GC-B act -19.6.
`CCN1CCN(C(=O)c2ccccc2Nc2ccc(SC(F)F)cc2)CC1` gave DDE Tn6 FP inh -8.5, NPR1 activator 0.3, ADAM10 inh 3.8, GAA850 FXN act -0.3, ARFGAP1 inhibitor 3.0, ASAP1 inh 5.8, HGIII-sPLA2 inh -7.4, proKLK7 act -0.8, rCAG binder -3.4 and GC-B act -3.7.
`CC(C)Cn1nc(C(=O)Nc2nnc(C3CC3)s2)c2ccccc2c1=O` gave DDE Tn6 FP inh -1.8, NPR1 activator -4.6, ADAM10 inh -1.0, GAA850 FXN act 4.0, ARFGAP1 inhibitor 14.8, ASAP1 inh -10.6, HGIII-sPLA2 inh 1.8, proKLK7 act 0.3, rCAG binder -2.0 and GC-B act 4.1.
Screening O=C(/C=C\c1ccccc1OC(=O)c1ccccc1F)c1cc2ccccc2o1 returned DDE Tn6 FP inh -5.9, NPR1 activator 0.6, ADAM10 inh -20.4, GAA850 FXN act 10.1*, ARFGAP1 inhibitor 3.1, ASAP1 inh -3.8, HGIII-sPLA2 inh -5.0, proKLK7 act -0.3, rCAG binder 6.4 and GC-B act 1.6.
`COc1ccc(NC(=O)C[C@@H]2C(=O)N(c3ccc(OC)cc3)CC2(C)C)cc1` gave DDE Tn6 FP inh 0.2, NPR1 activator -1.2, ADAM10 inh -1.9, GAA850 FXN act 1.2, ARFGAP1 inhibitor -5.5, ASAP1 inh -10.4, HGIII-sPLA2 inh -5.2, proKLK7 act -0.2, rCAG binder 5.9 and GC-B act -1.4.
`CCn1c(SCC(=O)Nc2ccccc2OC)nc2ccccc2c1=O` gave DDE Tn6 FP inh 6.7, NPR1 activator -2.8, ADAM10 inh 15.4, GAA850 FXN act 3.1, ARFGAP1 inhibitor -6.1, ASAP1 inh -5.5, HGIII-sPLA2 inh 2.8, proKLK7 act -0.1, rCAG binder 0.4 and GC-B act 1.4.
For CC1CCN(C(=O)c2nc[nH]c2C(=O)OCCNC(=O)OC(C)(C)C)CC1 the results were DDE Tn6 FP inh 5.5, NPR1 activator 3.4, ADAM10 inh -4.5, GAA850 FXN act 1.9, ARFGAP1 inhibitor 12.5, ASAP1 inh -0.2, HGIII-sPLA2 inh -0.5, proKLK7 act 0.2, rCAG binder -7.2 and GC-B act -0.2.
Screening C[C@H](O)CNC(=O)c1[nH]cnc1C(=O)Nc1cccc(Cl)c1 returned DDE Tn6 FP inh 3.6, NPR1 activator -16.3, ADAM10 inh 1.8, GAA850 FXN act 1.2, ARFGAP1 inhibitor 5.6, ASAP1 inh 8.0, HGIII-sPLA2 inh -6.4, proKLK7 act -0.5, rCAG binder 4.8 and GC-B act -12.4.
`CCOc1ccc(S(=O)(=O)N(CC(=O)NCc2cccnc2)c2ccc(C)cc2)cc1` gave DDE Tn6 FP inh -6.8, NPR1 activator 0.7, ADAM10 inh 5.6, GAA850 FXN act 0.5, ARFGAP1 inhibitor -7.0, ASAP1 inh -2.2, HGIII-sPLA2 inh -0.9, proKLK7 act 0.3, rCAG binder -5.6 and GC-B act -1.9.
Screening CN1C2=N[C@H](c3ccccc3Br)CC(=O)N2/C(=C\c2ccccc2)[C@@H]1c1ccccc1 returned DDE Tn6 FP inh 0.8, NPR1 activator -28.7, ADAM10 inh 10.2, HGIII-sPLA2 inh -3.3 and GC-B act -27.4.
Screening COC(=O)c1ccc(CSc2ncn[nH]2)o1 returned DDE Tn6 FP inh 6.6, NPR1 activator 2.1, ADAM10 inh 4.8, GAA850 FXN act -0.4, ARFGAP1 inhibitor 2.5, ASAP1 inh 1.0, HGIII-sPLA2 inh -0.9, proKLK7 act -0.3, rCAG binder 3.5 and GC-B act -1.9.
For Cc1sc2nc(CSCC(=O)NC3(C#N)CCCCC3)[nH]c(=O)c2c1C the results were DDE Tn6 FP inh -1.0, NPR1 activator 0.2, ADAM10 inh -45.8, GAA850 FXN act 0.0, ARFGAP1 inhibitor 5.1, ASAP1 inh -4.4, HGIII-sPLA2 inh 5.8, proKLK7 act -1.5, rCAG binder 9.0 and GC-B act -0.1.
`C[C@H](NC(=O)Cc1cccc2ccccc12)C(=O)N1CCOCC1` gave DDE Tn6 FP inh -6.7, NPR1 activator 1.4, ADAM10 inh -8.9, GAA850 FXN act 0.3, ARFGAP1 inhibitor -3.4, ASAP1 inh -3.8, HGIII-sPLA2 inh 0.1, proKLK7 act 0.4, rCAG binder 2.6 and GC-B act -2.9.
`COc1ccc(S(=O)(=O)Nc2cc(C)ccc2OC)cc1C` gave DDE Tn6 FP inh -7.3, NPR1 activator -10.9, ADAM10 inh 11.3, GAA850 FXN act 0.8, ARFGAP1 inhibitor -7.6, ASAP1 inh 8.2, HGIII-sPLA2 inh -14.6, proKLK7 act 0.2, rCAG binder 1.5 and GC-B act -8.8.
Screening CN(C)c1ccc(CNn2cnnc2)cc1 returned DDE Tn6 FP inh 9.4, NPR1 activator 4.4, ADAM10 inh 7.8, GAA850 FXN act 4.3, ARFGAP1 inhibitor 0.4, ASAP1 inh -2.6, HGIII-sPLA2 inh 7.1, proKLK7 act -0.3, rCAG binder -3.2 and GC-B act -0.7.
CC1CCCN(C(=O)Cn2nnc(-c3ccc(S(C)(=O)=O)cc3)n2)C1 (stereo not drawn) was read as DDE Tn6 FP inh 3.3, NPR1 activator 0.6, ADAM10 inh 5.5, GAA850 FXN act -0.6, ARFGAP1 inhibitor 9.3, ASAP1 inh 5.6, HGIII-sPLA2 inh 4.8, proKLK7 act 0.1, rCAG binder 0.5 and GC-B act 1.9.
Screening CCN(CC)c1ccc(/C=C2\CCC(/C=N/NC(=O)c3ccc(=O)n(C)c3)=C2N2CCOCC2)cc1 returned DDE Tn6 FP inh -0.4, NPR1 activator -0.3, ADAM10 inh -10.7, GAA850 FXN act 3.4, ARFGAP1 inhibitor 2.1, ASAP1 inh 5.9, HGIII-sPLA2 inh 2.8, proKLK7 act -1.1, rCAG binder -1.0 and GC-B act -4.8.
Screening COc1ccc(COC(=O)Nc2cc3c(C(F)(F)F)nn(C)c3s2)cc1 returned DDE Tn6 FP inh -1.3, NPR1 activator 7.0, ADAM10 inh 13.2, GAA850 FXN act 0.4, ARFGAP1 inhibitor 1.0, ASAP1 inh 7.4, HGIII-sPLA2 inh -2.3, proKLK7 act 0.1, rCAG binder 0.2 and GC-B act 11.8.
Screening COCCNC(=O)c1nn(-c2cc(OC)cc(OC)c2)c(=O)c2ccccc12 returned DDE Tn6 FP inh -2.3, NPR1 activator 0.0, ADAM10 inh 1.4, GAA850 FXN act 0.7, ARFGAP1 inhibitor -0.2, ASAP1 inh 4.1, HGIII-sPLA2 inh -0.5, proKLK7 act 0.4, rCAG binder -2.4 and GC-B act 0.1.
Screening Cc1ccc2nc(CSc3nnc(Cc4cccs4)n3C3CCCCC3)cc(=O)n2c1 returned DDE Tn6 FP inh -6.8, NPR1 activator -4.5, ADAM10 inh -68.3, GAA850 FXN act 1.7, ARFGAP1 inhibitor 0.7, ASAP1 inh 7.4, HGIII-sPLA2 inh 10.8, proKLK7 act 0.2, rCAG binder -1.2 and GC-B act -4.2.
For Cc1cc(C(=O)CCC(=O)NCc2ccccc2F)c(C)s1 the results were DDE Tn6 FP inh 2.9, NPR1 activator -0.2, ADAM10 inh 2.5, GAA850 FXN act -0.1, ARFGAP1 inhibitor 0.6, ASAP1 inh -6.2, HGIII-sPLA2 inh 4.6, proKLK7 act -0.1, rCAG binder -1.0 and GC-B act 4.0.
`Cn1cccc1/C=N/N1CCN(c2ccccc2)CC1` gave DDE Tn6 FP inh -0.4, NPR1 activator -0.5, ADAM10 inh -4.0, GAA850 FXN act 2.9, ARFGAP1 inhibitor 9.3, ASAP1 inh 9.1, HGIII-sPLA2 inh -1.6, proKLK7 act 0.4, rCAG binder -3.1 and GC-B act 7.6.
For O=c1c2ccccc2nnn1CSc1nc2ccccc2c(=O)n1CCCO the results were DDE Tn6 FP inh -0.9, NPR1 activator 3.5, ADAM10 inh -2.2, GAA850 FXN act 3.0, ARFGAP1 inhibitor 8.8, ASAP1 inh -9.7, HGIII-sPLA2 inh 4.8, proKLK7 act 0.7, rCAG binder -2.0 and GC-B act 1.1.
`Cc1nnc(Sc2nc3ccccc3o2)c2ccccc12` gave DDE Tn6 FP inh 1.6, NPR1 activator 3.1, ADAM10 inh 3.7, GAA850 FXN act -0.1, ARFGAP1 inhibitor 10.3, ASAP1 inh 4.0, HGIII-sPLA2 inh 7.5, proKLK7 act -0.6, rCAG binder 0.7 and GC-B act -1.9.
